TbPYK inhibitor: qHTS of Trypanosoma Brucei Inhibitors. TbPYK enzyme, Kinase-Glo Plus ATP luminescence, 45 min. Potency, µM (titrated, usually from 76.8 µM), without a hit: at the top dose activity, negative = inhibition, most hits filed as inhibitors. 410,000 compounds, 0.12% hits. AID 624173, 2012. pyruvate kinase (Trypanosoma brucei), Q57TT1; also: nearly all actives have a fitted effect of over 50% in size
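Screened from lowest to highest concentration, compounds were pinned into TbPYK/substrate mixtures, and ADP (130 uM final) was added. Plates sat at room temperature for 45 min prior to Kinase-Glo Plus detection by luminescence.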
HCV inh: qHTS Assay for Inhibitors of Hepatitis C Virus (HCV); Huh7.5.1 HCVcc-Cre infection, luciferase reporter, 44 h; Potency, µM (top dose mostly 41.8 µM), inactives show at the highest dose activity change, negative = inhibition, actives largely listed as inhibitors; 340,000 compounds, 3.4% hits; AID 651820, 2012
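1,000 cells/well; 4 h culture; + compound; + HCVcc-Cre (~0.5 moi); 44 h; luciferase substrate, RT 15 min; read 15 sec.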
Numbers without * were called inactive; ? = inconclusive; [ ] = another dose, or the depositor's remark. Calls follow the shape of the dose curve; as a rule, active = well fitted curve in the direction sought with a large enough effect; inconclusive = small, poorly fitted or top-dose-only effect, or another doubt; inactive = no such curve, though single readings can be large; an effect the other way counts as inactive or inconclusive. % is scaled to controls: 0 for no effect and ±100 for the full control effect; potency is read from the fitted curve at half-maximal effect. This is a subset. The share of hits here may be higher or lower than overall.

SMILES	TbPYK inhibitor	HCV inh
CN(Cc1ccccc1)C(=O)c1ccc(NC(=O)Cc2ccc(NC(=O)C3CCCN(C(=O)C4CCC4)C3)cc2)cc1 (stereo unspecified)	1%	?
CC1CCN(C(=O)COC(=O)c2ccc([N+](=O)[O-])o2)CC1	-11%	-3%
COc1cc(S(=O)(=O)N2CCOCC2)cc(C(=O)NCC(c2cccs2)N2CCOCC2)c1OC (stereo unspecified)	-5%	14%
C=C1c2ccccc2O[C@H](C(=O)OCC)[C@@H]1C1CCCCC1	-2%	-2%
CCOc1ccc(C=NN2CCCCCC2)cc1OCC	-5%	-12%
COc1ccc(-c2c(-c3ccsc3)oc(=O)c3cc(OC)c(OC)cc23)cn1	-7%	5%
COc1ccc(C(=O)N(Cc2ccco2)Cc2cc3cc(C)ccc3[nH]c2=O)cc1OC	-12%	?
COC[C@H]1OC(=O)c2coc3c2[C@@]1(C)C1=C(C3=O)[C@@H]2CCC(=O)[C@@]2(C)C[C@H]1OC(C)=O	-9%	17%
N#CC(CCc1ccccc1[N+](=O)[O-])(CCc1ccccc1[N+](=O)[O-])C(N)=O	-12%	-14%
CCOC(=O)N1CCN(C(=O)c2ccc3[nH]c(C)c(C)c3c2)CC1	-8%	-2%
CCN1C[C@@H]2[C@@H]3C(=O)N(C)C(=O)[C@@H]3[C@](Cc3ccccc3)(C1=O)N2C(=O)c1ccc(Br)cc1	-1%	3%
CCOc1cc(C(=O)N2CCC(CC3CC(c4ccccc4)=NO3)(C(=O)NCc3ccc(OC)cc3)CC2)cc(OCC)c1OCC (stereo unspecified)	-6%	?
COc1cccc(-c2sc3ccc(OC)cc3c2-c2ccc(OCCN3CCCCC3)cc2)c1	2%	?
CCSc1nc2cc(S(=O)(=O)N3CCOCC3)ccc2o1	-42%	-27%
C=CCOC(=O)C1=C[C@@H](c2ccc3c(c2)OCO3)C[C@@H](OCCCCO)O1	-8%	-6%
COc1ccc(NC(C)=O)c([N+](=O)[O-])c1[N+](=O)[O-]	5%	?
O=S(=O)(c1ccc(Cl)nc1)N1CCOCC1	2%	3%
Cc1cccc(N2CC(C(=O)OCC(=O)Nc3sccc3C(N)=O)CC2=O)c1C (stereo unspecified)	-3%	17%
COc1ccc(NS(=O)(=O)c2ccc(C(=O)Nc3c(C)n(C)n(-c4ccccc4)c3=O)cc2)cc1	-47%	23%
Cc1cc(C(=O)Nc2ccon2)ccc1[N+](=O)[O-]	6%	7%
COc1ccc(C(=O)NCCNC(=O)c2ccc(OC)cc2)cc1	4%	-4%
O=C(Nc1ccc(F)c(Cl)c1)c1ccccc1NC(=O)C1CCCCC1C(=O)O (stereo unspecified)	4%	9%
CS(=O)(=O)c1ccc(Cl)c(NC(=O)COC(=O)c2ccc(S(=O)(=O)N3CCCC3)cc2)c1	2%	-18%
CC(C)(C)c1ccc(C2=CC(c3ccccc3)n3ncnc3N2)cc1 (stereo unspecified)	2%	-24%
CC(Sc1cccc[n+]1[O-])C(=O)NC1CCCCC1C (stereo unspecified)	-8%	0%

Remaining list, next part:
SMILES	TbPYK inhibitor	HCV inh
CN(Cc1ccccc1)C(=O)c1cccc(NC(=O)Cc2ccc([N+](=O)[O-])cc2)c1	0%	?
CC(C)(C)OC(=O)C[C@@H]1C/C=C\C[C@@H](CC(=O)NCCO)C(=O)N[C@H](Cc2ccccc2)COC1=O	6%	17%
CCOC(=O)c1c(C)[nH]c(C(=O)COC(=O)c2ccco2)c1C	-19%	-11%
O=C(COC(=O)C1CCCCC1)NCc1ccc(Cl)cc1	-6%	3%
O=C1c2ccccc2C(=O)N1CCCc1cn(C[C@H]2CC[C@H](Cn3cc(CCCN4C(=O)c5ccccc5C4=O)nn3)O2)nn1	-1%	37%[activator]
C=CCn1c(SCC(=O)N(C)CC(=O)Nc2ccc(C)cc2)nnc1-c1ccncc1	1%	-5%
COc1cc(OC)cc(-c2c(C#Cc3ccsc3)c3cc(-c4ccc(SC)cc4)ccc3n2C)c1	-1%	-10%
CCc1ccccc1OCC(=O)NCC1COc2ccccc2O1 (stereo unspecified)	0%	-17%
CCc1ccc(Nc2ccc3nonc3c2[N+](=O)[O-])cc1	-1%	1%
O=C(Nc1ccccc1C(=O)NC1CC1)c1ccccc1F	6%	-7%
CCN(CC(=O)Nc1cc(Cl)ccc1C)C(=O)CC1CCCC1	1%	6%
CCc1nc(SCC(=O)Nc2ccc(N(CC)CC)cc2)n[nH]1	-12%	9%
CO[C@H]1CC[C@@]2(C)[C@@H](CC[C@@H]3[C@@H]2CC[C@@]2(C)[C@H]3C[C@H](C(=O)N[C@@H](CCCN=C(N)N)C(=O)NCC(=O)N[C@@H](CC(=O)O)C(N)=O)O[C@]23CCCO3)C1	1%	?
Cc1cc(C)n(CC(=O)NNC(=O)c2ccc(S(C)(=O)=O)cc2)n1	29%	7%
NC(=S)NN=CCn1cc([N+](=O)[O-])c(=O)[nH]c1=O	-10%	18%
O=C(NCc1cc(C(F)(F)F)ccc1Cl)c1cccc2c1C(=O)c1ccc(N3CCCCC3)cc1S2(=O)=O	-1%	23%
CCCCOc1cc(CC2CNC(=O)N2)ccc1OC (stereo unspecified)	6%	-21%
C(=NN1CCCCCC1)c1ccc2ccccc2n1	2%	-1%
CC(NC(=O)c1cccc(F)c1)C1CC2CCC1C2 (stereo unspecified)	-1%	-4%
CN(C)c1ccc2cc(S(=O)(=O)O)cc(O)c2c1	-29%	31%[activator]
CCN1C[C@@H]2[C@@H]3C(=O)N(Cc4ccccc4)C(=O)[C@@H]3[C@](CC)(C(=O)OC)N2C1=NCc1ccccc1	5%	2%
CC(=NN1CC(=O)NC1=O)c1ccc([N+](=O)[O-])o1	4%	?
O=C(NC1=NCCS1)c1cccc(Br)c1	0%	9%
CCOc1ccc(C(=O)NNC(=O)CN2C(=O)C3CC=CCC3C2=O)cc1OC (stereo unspecified)	2%	3%
CCC1(CC)C(=O)C2=C3C1[C@H](C(=O)OC)C=C(C(=O)OC)C[C@H]3[C@H]1C(=O)NC(=O)[C@H]1[C@H]2C (stereo partly specified)	5%	21%

(more compounds)
SMILES	TbPYK inhibitor	HCV inh
O=C(NNc1ccccc1)NC(Cc1ccccc1)C(=O)O (stereo unspecified)	4%	37%[activator]
CN(C)CC[C@@H](c1ccc(Cl)cc1)c1ccccn1	6%	?
Cc1cc(NC(=O)CSc2nc(C)c(C)n2CC(C)C)no1	-8%	-1%
CN(C)Cc1c[nH]c2nc[nH]c(=O)c12	-8%	5%
CCOC(=O)Nc1ccc(S(=O)(=O)Nc2onc(C)c2C)cc1	-2%	17%
O=C(CCS(=O)(=O)c1ccccc1)Nc1nc(-c2ccccn2)cs1	-1%	?
O=C1CN=C(c2cc([N+](=O)[O-])ccc2Cl)c2cc([N+](=O)[O-])ccc2N1	-10%	0%
CSCCC(NC(=O)COc1ccccc1)C(=O)OCc1ccc(Cl)cc1 (stereo unspecified)	6%	25%
O=C(NCCc1ccccc1)C1CCC(Cn2c(=O)c3ccccc3n(Cc3cccc(Cl)c3)c2=O)CC1 (stereo unspecified)	-1%	-2%
CCN(C[C@H]1N[C@@](CC)(C(=O)OC)[C@H]2C(=O)N(Cc3ccccc3)C(=O)[C@@H]12)S(=O)(=O)c1ccc(C(F)(F)F)cc1	6%	?
CCOc1ccc(S(=O)(=O)Nc2cccc(Cl)c2)cc1	2%	8%
CCCN(CC(=O)Nc1ccccc1OC)C(=O)c1ccccn1	0%	1%
COc1ccc2c(c1)OC[C@H]1[C@H]2N2C(=O)c3ccccc3NC(=O)[C@@]2(C)[C@H]1c1ccccc1	-3%	?
O=C(CC(O)(CC(=O)OCc1ccccc1)C(=O)OCc1ccccc1)OCc1ccccc1	3%	-1%
CC(=O)c1ccsc1-c1c(C)cc2oc(=O)cc(-c3ccccc3)c2c1C	-7%	?
Cc1ccc(CNC(=O)Cn2cnc3c(OCc4ccccc4)ncnc32)o1	1%	?
COC(=O)CCC(=O)Nc1nc(-c2ccccc2)cs1	-2%	-11%
CN=C1NC(C)(C)C2CCC(C)(CC2)S1	0%	-4%
COc1ccc(N2CC(C(=O)N3CCc4ccccc43)CC2=O)cc1 (stereo unspecified)	-14%	-3%
CN(C(=O)c1ccc(NC(=O)Cc2cccc(NC(=O)C3CCCN(C(=O)C4CCC4)C3)c2)cc1)C1CC1 (stereo unspecified)	-3%	?
CSc1ccccc1NC(=O)CSc1cccc[n+]1[O-]	-2%	11%
CC1CCCCN1C(=O)COC(=O)c1ccc(N2CCCC2=O)cc1 (stereo unspecified)	-6%	-4%
O=[N+]([O-])c1ccc(O)c(C2CCCCC2)c1	-12%	?
CC(=O)C(C(c1ccccc1)N1CCCc2ccccc21)N1CCOCC1 (stereo unspecified)	-1%	7%
CC(=O)n1c(-c2ccccc2)c(-c2ccccc2)n(C)c1=O	1%	-5%

Single entries from above.
In HCV inh, CCOc1ccc(S(=O)(=O)Nc2cccc(Cl)c2)cc1 is entered as 8%
In HCV inh, CSc1ccccc1NC(=O)CSc1cccc[n+]1[O-] is entered as 11%

Next results.
SMILES	TbPYK inhibitor	HCV inh
COc1ccc(S(N)(=O)=O)cc1C(=O)OCC(=O)N1c2ccccc2NC(=O)C1(C)C	-8%	-4%
Cc1ccc(Nc2nnc(SCC(O)=C(C#N)c3nc4ccccc4[nH]3)s2)c(C)c1	-11%	?
O=C(NCC1CCCO1)c1nn2c(C(F)(F)F)cc(-c3ccco3)nc2c1Cl (stereo unspecified)	-11%	?
CC(C(=O)O)n1cc(C#N)c(=O)[nH]c1=O (stereo unspecified)	3%	15%
O=C(NNc1nc(N2CCCC2)nc(N2CCCC2)n1)c1ccccc1	4%	-16%
O=C1CCC(C(=O)Nc2cccc(S(=O)(=O)Nc3ccccc3F)c2)=NN1	?	2%
c1ccc(Nc2ccc3ccccc3c2)cc1	-2%	-20%
O=C(COc1ccc(Cl)cc1)NNC(=O)c1ccc(=O)[nH]c1	-16%	24%
O=C(Cc1ccc(NC(=O)C2CCN(C(=O)C3CCC3)CC2)cc1)Nc1ccc(C(=O)N2CCOCC2)cc1	0%	24%
C[C@@H](C(=O)NNC(=O)c1ccc(Cl)cc1)N1C(=O)C2CC=CCC2C1=O (stereo partly specified)	7%	-3%
OC(COc1ccccc1)CN1CCN(c2ccccc2)CC1 (stereo unspecified)	2%	14%
OC(Cc1cccnc1)(c1ccccc1)c1ccccc1	-3%	-29%
CC(=O)N1CCN(c2ccc(S(=O)(=O)N3CCOCC3)cc2[N+](=O)[O-])CC1	3%	5%
Cc1cccc(N2CC(C(=O)Nc3ccc(N4CCOCC4)cc3)CC2=O)c1C (stereo unspecified)	-7%	14%
COC(=O)c1c(-c2ccccc2)noc1-c1ccccc1	-10%	?
COc1ccc(NC(=O)CN(C)C(=O)c2cccc(S(=O)(=O)N3CCN(c4ccc(F)cc4)CC3)c2)cc1	5%	13µM*
CC(C)NC(=O)N(C)C[C@H]1Oc2ccc(NC(=O)Cn3cnnn3)cc2C(=O)N([C@H](C)CO)C[C@@H]1C	1%	1%
CC(=O)c1c(C)[nH]c(C(=O)OCC(=O)Nc2cccnc2Cl)c1C	-3%	?
COC(=O)c1ccc(CNC(=O)COC(=O)c2cc(Cl)ccc2O)cc1	0%	?
CCOc1cc(C=NN=C2c3ccccc3-c3ccccc32)ccc1O	0%	?
CCOC(=O)Nc1ccc2c(c1)C(=NO)c1ccccc1-2	-2%	?
Cc1ccc(S(=O)(=O)CCC(=O)OCC(=O)Nc2cc(S(=O)(=O)N3CCOCC3)ccc2Cl)cc1	2%	21%
CCN(CC)CCNc1ccc(C)c2sc3ccc(O)cc3c(=O)c12	-11%	?
O=C(Nc1ccc(N2CCOCC2)cc1N1CCOCC1)c1ccccc1	5%	6%
COc1cc(C2(c3ccc(O)c(OC)c3)C(=O)Nc3c(C)cc(Br)cc32)ccc1O	-14%	17%
Cc1ccc(S(=O)(=O)NNC(=O)c2cc([N+](=O)[O-])c(C)c([N+](=O)[O-])c2)cc1	-1%	14%
COC(=O)C1=C(C(=O)OC)[C@@H]2N(C)c3ccccc3[C@@]23C[C@@H](CO)N(C(=O)c2cccs2)C3=N1	-4%	13%

Reprinted at random: two entries already listed, in no set order.
SMILES	TbPYK inhibitor	HCV inh
c1ccc(Nc2ccc3ccccc3c2)cc1	-2%	-20%
CC(=O)c1c(C)[nH]c(C(=O)OCC(=O)Nc2cccnc2Cl)c1C	-3%	?

Compound profiles, as listed above. Order of values: TbPYK inhibitor, HCV inh
Entry for CN(C)c1ccc2cc(S(=O)(=O)O)cc(O)c2c1 : -29%, 31%[activator]
Entry for CN(C)Cc1c[nH]c2nc[nH]c(=O)c12 : -8%, 5%
Entry for Cc1cccc(N2CC(C(=O)OCC(=O)Nc3sccc3C(N)=O)CC2=O)c1C (stereo unspecified) : -3%, 17%
Entry for CC(=O)c1ccsc1-c1c(C)cc2oc(=O)cc(-c3ccccc3)c2c1C : -7%, ?

Part of the list above, with two lines to a compound.
Order of values – TbPYK inhibitor	HCV inh
C[C@@H](C(=O)NNC(=O)c1ccc(Cl)cc1)N1C(=O)C2CC=CCC2C1=O (stereo partly specified)
 : 7%	-3%
OC(COc1ccccc1)CN1CCN(c2ccccc2)CC1 (stereo unspecified)
 : 2%	14%
OC(Cc1cccnc1)(c1ccccc1)c1ccccc1
 : -3%	-29%

From PubChem
